From PubChem
ROMK primary: ROMK potassium channel modulators, primary screen, cell-based, thallium flux, MLSMR library | AID 1918, 2009 | Tet-inducible ROMK, thallium flux fluorescence; actives lie on both sides | 2% of 130,000 active | ATP-sensitive inward rectifier potassium channel 1 (Homo sapiens), P48048 | B-score at 10 µM;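 active = signal ratio slope over the read window, or its plate-corrected B-score, at least 3 SD from the plate mean, either direction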;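 note: B-score of the F/F0 ratio slope over 7 to 12 s after thallium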
PPARg SRC-2 ag: agonists of PPARg-SRC-2 recruitment, primary screen, biochemical, HTS; Peroxisome proliferator-activated receptor gamma (Homo sapiens), P37231; AID 1032, 2008; activation, % at 8 µM; 0.34% of 200,000 active; PPARgamma LBD-SRC-2 recruitment; in the data active = activation above about 22%;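 note: 0% = vehicle and 100% = reference agonist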
STAT3 blocker: IL-6 driven STAT3 reporter inhibitors, primary screen, U3A cells, luciferase, luminescence, MLSCN library; IL-6 STAT3-luciferase reporter; host cell line lacks STAT1; 0.89% of 190,000 active; AID 862, 2007; inhibition, % at 5.5 µM;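 active = inhibition above the mean inhibition across all screened compounds plus 3 SD, cut at about 44% in these data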;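 note: 0% = DMSO only wells and 100% = 100 µM nifuroxazide control wells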
PPARg SRC3 recr: PPARgamma agonists recruiting SRC-3 coactivator, primary screen, biochemical; Peroxisome proliferator-activated receptor gamma (Homo sapiens), P37231; biochemical PPARgamma/SRC-3 coactivator recruitment assay; activation, % at 8 µM; 0.26% of 200,000 active; AID 731, 2007; in the data active = activation above about 23%;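 note: 0% = DMSO and 100% = reference agonist; some compounds past the cut are filed as inactive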
SRC2 TRFRET art: TR-FRET signal artefacts, primary screen, artefact control for PPARgamma SRC-2 agonist project, biochemical. TR-FRET artefact counter-screen; hits give high values. TR-FRET ratio at 8 µM. 0.4% of 200,000 active. AID 1049, 2008; in the data active = TR-FRET ratio above about 2000; note: inactives centre near 1500
PPARg SRC1 recr: PPARgamma agonists recruiting SRC-1 coactivator, primary screen, biochemical. PPARgamma-SRC-1 coactivator recruitment biochemical assay. Peroxisome proliferator-activated receptor gamma (Homo sapiens), P37231. AID 631, 2007. 0.41% of 200,000 active. activation, % at 8 µM; in the data active = activation above about 19%;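 note: 0% = DMSO and 100% = reference agonist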
RAM inhibit: inhibitors of the yeast RAM network, primary screen, dse1pr::URA3 reporter, 5-FOA selection. inhibition, % at 50 µM. S. cerevisiae dse1pr::URA3 reporter, 5-FOA growth OD615, 2 d; analog-sensitive cbk1-as2 kinase mutant strain. 1.8% of 190,000 active;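 active = inhibition above a set limit, 3 SD over mean compound inhibition, cut at about 8.4% in these data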;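 note: 0% = DMSO-only wells with no growth and 100% = 10 µM 1-NA-PP1 full growth; inhibition rescues growth on 5-FOA so higher OD means more RAM inhibition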
TLR4 MyD88 comp: inhibitors of TLR4-MyD88 association in cells, primary screen, cell-based, HeLa CL3-4, BLA complementation, FRET ratio. Toll-like receptor 4 (Homo sapiens) + Myeloid differentiation primary response protein …. HeLa CL3-4 TLR4/MyD88 BLA complementation. inhibition, % at 8.4 µM. 0.18% of 200,000 active. AID 861, 2007; in the data active = inhibition above about 25%;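 note: 0% = vehicle and 100% = reference inhibitor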
Target sequence (O00206 whole entry, looked up): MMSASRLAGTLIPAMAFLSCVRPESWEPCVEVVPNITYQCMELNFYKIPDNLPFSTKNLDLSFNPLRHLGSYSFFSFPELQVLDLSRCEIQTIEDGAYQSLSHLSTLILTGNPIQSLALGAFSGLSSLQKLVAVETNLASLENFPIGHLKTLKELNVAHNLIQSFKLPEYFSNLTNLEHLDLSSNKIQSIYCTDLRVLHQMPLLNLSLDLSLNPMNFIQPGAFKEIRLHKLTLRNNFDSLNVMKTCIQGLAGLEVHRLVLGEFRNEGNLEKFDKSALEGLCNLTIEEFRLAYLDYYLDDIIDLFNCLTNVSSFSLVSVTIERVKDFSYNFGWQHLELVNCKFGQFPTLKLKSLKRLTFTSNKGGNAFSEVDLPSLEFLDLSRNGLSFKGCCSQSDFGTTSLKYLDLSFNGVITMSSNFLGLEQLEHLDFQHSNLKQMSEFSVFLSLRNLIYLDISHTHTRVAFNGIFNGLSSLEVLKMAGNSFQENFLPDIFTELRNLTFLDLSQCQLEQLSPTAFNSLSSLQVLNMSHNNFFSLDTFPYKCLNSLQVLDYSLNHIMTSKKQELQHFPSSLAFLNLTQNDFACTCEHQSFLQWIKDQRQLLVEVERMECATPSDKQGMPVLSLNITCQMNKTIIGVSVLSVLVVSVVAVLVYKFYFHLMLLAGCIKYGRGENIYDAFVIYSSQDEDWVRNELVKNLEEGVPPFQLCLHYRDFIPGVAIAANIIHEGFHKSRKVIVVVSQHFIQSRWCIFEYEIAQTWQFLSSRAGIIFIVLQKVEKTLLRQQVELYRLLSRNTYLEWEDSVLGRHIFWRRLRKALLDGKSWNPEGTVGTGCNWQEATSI
Target sequence (Q99836 whole entry, looked up): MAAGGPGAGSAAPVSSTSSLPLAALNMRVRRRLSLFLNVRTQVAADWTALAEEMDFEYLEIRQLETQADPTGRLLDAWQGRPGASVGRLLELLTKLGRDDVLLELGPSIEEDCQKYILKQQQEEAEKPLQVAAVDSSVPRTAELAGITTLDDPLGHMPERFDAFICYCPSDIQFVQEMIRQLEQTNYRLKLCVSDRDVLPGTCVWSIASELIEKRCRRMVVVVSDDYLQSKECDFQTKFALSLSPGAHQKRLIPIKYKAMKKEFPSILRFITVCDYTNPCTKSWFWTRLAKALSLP
STAT1 blocker: STAT1 signaling inhibitors, primary screen, cell-based, HTS, luciferase reporter; 0.35% of 200,000 active; inhibition, % at 5.5 µM; NIH 3T3 STAT1-luciferase reporter, IFN-gamma, luminescence;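 active = inhibition above a set limit, the mean inhibition across all tested compounds plus 3 SD, cut at about 34% in these data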;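 note: 0% = IFN-gamma with DMSO and 100% = IFN-gamma with 300 µM nifuroxazide; values of inactives mirror those of a sister screen read the other way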
STAT3 act: IL-6 driven STAT3 reporter potentiators, primary screen, U3A cells, luciferase, luminescence, MLSCN library; IL-6 STAT3-luciferase reporter; 100% = signal with IL-6 EC80 alone; activation (% of control), % at 5.6 µM; 0.91% of 190,000 active; AID 871, 2007;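 active = activation above the screen-wide mean of compound activation plus 3 SD, cut at about 130% in these data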;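 note: 0% = background luminescence of wells with medium and substrate only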
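Material: STAT3-luciferase reporter U3A cells. Controls: IL-6-treated wells, 100% activation. Read-out: % activation versus median of IL-6-stimulated wells. Probe or stimulus: IL-6 stimulus at 33 ng/mL final. Timing: compound 1 h, then IL-6 6 h at 37 °C. Signal: reporter luminescence signal.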
S1P3 antagonist: S1P3 receptor antagonists, primary screen, cell-based | Sphingosine 1-phosphate receptor 3 (Homo sapiens), Q99500 | CHO S1P3 NFAT-BLA reporter, FRET fluorescence, antagonist mode | inhibition, % at 4.98 µM | 0.27% of 170,000 active | AID 485, 2006;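 active = inhibition above the plate cutoff, the mean inhibition of test wells on that plate plus 3 SD, cut at about 28% in these data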;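 note: cells challenged with S1P at its EC80 of 0.8 µM; blue over green emission ratio from cleaved BLA substrate after 4 h stimulation; 0% = S1P-stimulated wells and 100% = unstimulated DMSO-only wells; some compounds past the cut are filed as inactive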
The depositor's hits bear a star; . = no result given.

SMILES	ROMK primary	PPARg SRC-2 ag	STAT3 blocker	PPARg SRC3 recr	SRC2 TRFRET art	PPARg SRC1 recr	RAM inhibit	TLR4 MyD88 comp	STAT1 blocker	STAT3 act	S1P3 antagonist
CCOC(=O)c1c(C)oc2ccc(OCc3cc(C(=O)OC)oc3C)cc12	-0.32	17	-4	8	1655	5	5.8	15	3	104	.
CCN1C(=O)C2(SC(NC(C)=O)=NN2C(C)=O)c2cc(C)ccc21 (stereo unspecified)	.	5	17	7	1528	3	2.5	-7	4	94	.
O=C(Cc1ccccc1)NNC(=O)Nc1cccc(Cl)c1	0.56	4	1	-3	1403	-5	0.6	1	-3	106	.
Cc1coc(C)c1C(=O)CC1(O)C(=O)Nc2cc(Cl)cc(Cl)c21 (stereo unspecified)	.	0	6	-5	1616	2	1.3	-7	-1	97	-2
COc1ccc(S(=O)(=O)N2CCC(C(=O)NCCc3ccccc3)CC2)cc1OC	-0.25	-4	-13	-5	1341	-7	1.9	-1	-1	111	.
COC(=O)C(NS(=O)(=O)c1ccc(F)cc1)c1ccccc1 (stereo unspecified)	-1.1	7	0	6	1578	-1	1.5	-5	-2	108	8
CCN(CC)S(=O)(=O)c1ccc(C(=O)N2CCN(CCN3C(=O)c4cccc5cccc(c45)C3=O)CC2)cc1	0.022	-4	5	1	1522	-1	1.9	-1	-14	96	-24
O=S(=O)(Cc1ccccc1Cl)N1CCCC1	-0.095	6	7	3	1717	11	1.5	-5	2	98	-5
Cc1cccc(N2CCN(Cc3nc(-c4ccc(F)cc4F)oc3C)CC2)n1	0.021	4	14	-2	1474	2	1.0	8	-1	98	2
O=C(/C=C/c1ccccc1)c1cc(Br)ccc(=O)c1O	-1	4	-20	-1	1458	4	0.1	10	10	115	.
Cn1c2c(c(=O)n(C)c1=O)C(c1ccccc1F)C(C#N)=C(N)O2 (stereo unspecified)	0.17	8	-2	4	1467	3	-1.2	-4	4	105	-16
COc1cccc(NC(=O)NCc2ccc(F)cc2)c1	-0.055	5	11	6	1697	7	5.0	-12	-10	100	21

Record cards, as listed above. Values in the order: ROMK primary	PPARg SRC-2 ag	STAT3 blocker	PPARg SRC3 recr	SRC2 TRFRET art	PPARg SRC1 recr	RAM inhibit	TLR4 MyD88 comp	STAT1 blocker	STAT3 act	S1P3 antagonist
Shown for COC(=O)C(NS(=O)(=O)c1ccc(F)cc1)c1ccccc1 (stereo unspecified) : -1.1	7	0	6	1578	-1	1.5	-5	-2	108	8
Shown for O=C(Cc1ccccc1)NNC(=O)Nc1cccc(Cl)c1 : 0.56	4	1	-3	1403	-5	0.6	1	-3	106	.

Further records follow:
SMILES	ROMK primary	PPARg SRC-2 ag	STAT3 blocker	PPARg SRC3 recr	SRC2 TRFRET art	PPARg SRC1 recr	RAM inhibit	TLR4 MyD88 comp	STAT1 blocker	STAT3 act	S1P3 antagonist
COC(=O)Nc1[nH]ncc1[N+](=O)[O-]	.	-1	3	2	1374	-6	2.2	15	0	100	-9
Cc1cccc(N2CCN(C(=O)C3COc4ccccc4O3)CC2)c1C (stereo unspecified)	0.68	0	16	2	1683	7	6.4	3	-4	93	-7
COC(=O)C1=C(C)N(c2ccc(S(N)(=O)=O)cc2)C(=O)C1	.	0	12	-1	1626	3	0.8	-17	1	92	.
O=C(COC(=O)c1ccc(F)c(S(=O)(=O)N2CCCCC2)c1)NCc1ccc(F)cc1	1.4	7	-9	-3	1502	4	1.6	-8	4	108	4
COc1ccc(-c2nnn(Cc3ccccc3F)n2)cc1	.	2	-1	-5	1451	-4	0.9	1	-64	103	.
Cc1ccnc(N2CCCC(C(=O)NCc3cccs3)C2)n1 (stereo unspecified)	0.55	3	3	-7	1487	0	0.0	17	-3	100	.
CCc1c(C)nc(SCC(=O)Nc2ccc3c(c2)OCCO3)[nH]c1=O	-0.87	15	6	5	1731	14	1.9	-4	-13	97	6
CSc1cccc(CN2CCN(Cc3ccc(F)c(F)c3)C(CCO)C2)c1 (stereo unspecified)	.	-1	0	6	1730	10	-0.2	-4	-9	105	7
CCOc1ccc(OCc2cccc(C(=O)N3CCOCC3)c2)cc1	.	10	96*	1	1676	-3	1.1	-3	82*	17	-18
O=C(Oc1ccc2ccc(O)cc2c1)C1CCCCC1	1.2	-2	1	1	1567	0	1.5	-15	-3	104	-3
CCC1CCCCN1S(=O)(=O)c1ccc(C(=O)Nc2nnc(-c3cccs3)o2)cc1 (stereo unspecified)	.	-6	1	2	1472	0	4.9	-9	0	103	5
CCCn1c(=O)c2ccccc2n2c(SCCOc3ccc(C)cc3)nnc12	-2	-1	8	-1	1708	-2	2.9	-8	6	97	9
COc1cc(/C=C2/SC(=NCc3ccccc3)N(Cc3ccccc3)C2=O)ccc1O	0.032	2	-2	-1	1560	0	7.2	-7	0	102	.
Cc1ccc(OCC(=O)N2CCc3ccccc32)cc1	-0.023	-1	-2	1	1606	-5	2.5	10	-62	100	-2
O=C1c2cccc3cccc(c23)C(=O)N1c1nncs1	.	-1	21	-4	1380	-2	0.1	5	-4	87	-9
CCC(CC)n1[nH]c(=O)c2c(C)cc(C)nc21	.	-2	-6	-9	1405	-2	2.5	-12	-2	109	.
CCOC(=O)C1=C(N)N2C(=O)C(C)SC2=C(C(=O)OC)C1c1cccc(OC)c1 (stereo unspecified)	.	0	4	4	1722	-7	0.6	-14	5	104	.
CCOC(=O)c1[nH]c(C)c(C(=O)NCC2CCCO2)c1C (stereo unspecified)	.	16	9	10	1539	8	0.2	-4	-5	94	21
Cc1ccc(NP(=O)(c2ccc(N(C)C)cc2NC(=O)c2cccs2)N2CCOCC2)cc1Cl (stereo unspecified)	.	-1	-39	-4	1474	2	1.6	1	4	127	-7
CCCCCC(=O)Nc1nnn(CCC)n1	.	2	-5	-6	1551	2	-0.1	5	-3	107	.
COc1ccc(-c2cc(C(=O)Nc3cc(C)n(Cc4ccc(Cl)cc4)n3)no2)cc1OC	-0.23	8	74*	9	1474	-2	7.7	-7	13	38	22
Cc1cccc(C)c1NC(=O)COC(=O)c1ccccc1[N+](=O)[O-]	0.055	4	-1	2	1549	1	3.2	-4	4	104	2
Cc1ccc(CN2CCN(Cc3ccccn3)CC2CCO)cc1 (stereo unspecified)	0.92	11	9	1	1618	3	0.7	4	-1	97	-23
COc1ccc(C(=O)N2CCC(C(=O)Nc3ccccc3OC)CC2)cc1	0.23	5	11	6	1713	-2	0.5	-17	-2	97	-4
O=[N+]([O-])c1cnc2nc(-c3ccncc3)nn2c1O	0.036	5	-1	0	1621	4	1.4	16	15	104	-11
CC(C)c1ccc2[nH]c(O)c(N=NC(=O)c3cccc(S(=O)(=O)Nc4ccc(Cl)cc4)c3)c2c1	0.063	2	1	0	1695	7	6.8	5	-10	103	8
C/C=C/c1ccc(OCC(=O)OCc2csc(Nc3ccc(C)cc3)n2)c(OC)c1	-2.6*	-1	16	6	1605	3	12*	-12	-12	86	-8
C#CCn1c(=NC(=O)CN2C(=O)CCC2=O)sc2cc(S(N)(=O)=O)ccc21	0.26	-2	1	1	1657	5	0.3	-20	4	97	-1
CC(C)(O)C#Cc1ccc(CN2CCN(C3CCCCC3)C(CCO)C2)cc1 (stereo unspecified)	0.61	1	-1	-2	1582	24*	0.3	-15	-10	106	15
COc1cc2c(cc1OC)CN(C(=S)NC(=O)c1ccccc1)CC2	.	6	5	3	1800	11	1.0	-19	0	98	1
CCCCN(CCCC)C1=Nc2ccccc2N/C1=C(/C#N)C(=O)OCC	.	6	8	10	1708	-2	16*	3	6	97	.
Cn1c(Cc2ccccc2)nnc1SCC(=O)Nc1cccc(S(=O)(=O)NC2=NCCCCC2)c1	-0.68	6	-2	0	1607	8	-0.1	-11	-9	103	-16
COc1ccccc1CCNS(=O)(=O)c1c(C)n(C)c(=O)n(C)c1=O	.	5	-3	6	1504	1	0.2	0	-2	110	0
CC1=NN(C(C#N)c2ccccc2)C(C)(C)C1 (stereo unspecified)	1.5	-6	1	2	1260	-7	2.0	-5	-10	103	-9
Cc1nc(C(=O)N2CCc3c([nH]c4ccccc34)C2c2cc(F)ccc2F)cs1 (stereo unspecified)	-0.67	-3	-24	2	1440	-6	3.3	-9	-1	134*	11
O=C(c1cc2sccc2n1Cc1ccccc1)N1CCN(c2nc3ccccc3s2)CC1	.	8	30	11	2570*	7	5.9	0	22	77	.
C=CCNC(=S)NNC(=O)c1ccccc1	.	4	17	15	1721	4	-0.8	0	5	92	.
CCOC(=O)c1oc2cc(OCC(N)=O)ccc2c(=O)c1-c1ccc(OC)c(OC)c1	0.25	13	-1	2	1638	6	0.4	10	-11	104	16
O=C(NCCc1ccc(Cl)cc1)C1CCN(S(=O)(=O)N2CCC3(CC2)OCCO3)CC1	.	17	6	7	1577	11	1.7	-12	2	99	-7
Cc1ccc(N=Cc2c(O)cc(C)oc2=O)c(C)c1	1	-3	19	4	1589	16	0.4	3	-8	90	-4
CC(C)NC(=O)CN1CCN(Cc2nc(C(c3ccccc3)c3ccccc3)no2)CC1	1.8	7	-1	0	1372	-7	-0.5	-7	-13	105	-10
COc1cc(Cl)ccc1NC(=S)N(CCCN1CCOCC1)Cc1cn(C)c2ccccc12	-1.9	5	-4	-4	1428	-3	3.9	-13	-10	102	7
COc1cc(Cl)c(S(=O)(=O)NCCN2CCOCC2)cc1Cl	-0.85	2	10	-1	1440	3	0.2	-1	4	96	.
CSc1ccccc1C(=O)Nc1cccc(C)c1	0.84	3	7	7	1576	6	-0.6	-4	-4	94	.
CC(C)CN1CCC(CNC(=O)CCc2nnc(Cc3c[nH]c4ccccc34)o2)CC1	0.0085	-13	-7	-2	1519	-4	-1.4	8	3	109	-19
Cc1ccc(-c2csc3ncnc(SCC(=O)c4ccc5c(c4)OCCO5)c23)cc1	.	-7	0	1	1604	-6	3.1	-9	-5	100	.
CC(=O)Nc1nonc1NC(=O)CSc1nc2ccccc2o1	.	-7	19	-2	1448	7	0.1	11	0	87	4
Nc1ccc(C(=O)OCC(=O)NC2CC2)cc1[N+](=O)[O-]	0.05	-5	1	4	1393	4	0.4	4	-9	101	-7
CC(C)c1ccccc1NC(=S)NCCCn1ccnc1	.	4	-4	-2	1638	6	-0.2	7	-1	104	-10
C/C(=N\NC(=O)c1cc(C2CC2)nc2ccccc12)c1ccc(C)s1	0.91	6	7	1	1542	2	0.8	-3	-6	93	.
